BAZ2B inh: blocks human BAZ2B; hit rate 4.4% among 360,000; Q9UIF8; AID 504333; AlphaScreen BAZ2B-H3K14Ac peptide displacement; Potency, µM (highest dose often 114 µM), for the others: at the highest dose activity change, negative = inhibition, hits mostly inhibitors; further: potency means the concentration at half of the fitted maximal effect; on the % scale 0 is the no-effect control and ±100 the full control effect; nearly all actives have a fitted effect of over 60% in size
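BAZ2B (50 nM) with biotin-H3(5-23)K14Ac peptide (50 nM) in PBS pH 7.4, 0.01% Tween-20, preformed 30 min, then compound 30 min at room temperature; top concentration 110uM. AlphaScreen streptavidin donor/nickel chelate acceptor beads (10 ug/mL final), 20 min dark, signal read.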
G9a block: blocks human histone lysine methyltransferase G9a | G9a H3K9 monomethylation, AlphaScreen, 2 h | Potency, µM (series often up to 102 µM), without a hit: at the top dose activity, negative = inhibition, most hits filed as inhibitors | hit rate 8.8% among 350,000 | AID 504332; further: potency means the concentration at half of the fitted maximal effect; on the % scale 0 is the no-effect control and ±100 the full control effect; nearly all actives have a fitted effect of over 75% in size
Target sequence (Q96KQ7 913-1193 limits assumed): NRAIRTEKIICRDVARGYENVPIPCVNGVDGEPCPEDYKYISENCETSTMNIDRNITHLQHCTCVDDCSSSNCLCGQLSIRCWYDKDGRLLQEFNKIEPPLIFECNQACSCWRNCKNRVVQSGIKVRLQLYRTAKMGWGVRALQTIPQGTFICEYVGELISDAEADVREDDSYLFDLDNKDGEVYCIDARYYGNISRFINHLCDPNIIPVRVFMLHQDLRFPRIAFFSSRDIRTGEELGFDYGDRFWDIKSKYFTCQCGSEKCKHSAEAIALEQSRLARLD
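Methyltransferase reactions run at room temperature for 2 h (20 nM enzyme, 500 nM biotin-H3K9 peptide, 20 uM SAM) after a 15 min compound preincubation; product detected by AlphaScreen beads and anti-H3K9me1 antibody.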
Pin1 inhibitor: inhibitors of human Pin1. Potency, µM (top dose mostly 115 µM), for the others: at the top dose activity, negative = inhibition, usual class: inhibitors. Q13526. Pin1 FP peptide displacement, HiFluor488, 10 min. hit rate 0.009% among 390,000; active means well fitted inhibition curve with a large enough effect in the polarisation, with a control signal flat, not every such curve was filed as active; inconclusive means small, poorly fitted or top-dose-only effect, or effect the other way, or a change in a side signal; inactive means no such curve, though single readings can be large or run the other way; the % refers to the polarisation; further: potency means the concentration at half of the fitted maximal effect; on the % scale 0 is the no-effect control and ±100 the full control effect
Target sequence (Q13526 whole entry, looked up): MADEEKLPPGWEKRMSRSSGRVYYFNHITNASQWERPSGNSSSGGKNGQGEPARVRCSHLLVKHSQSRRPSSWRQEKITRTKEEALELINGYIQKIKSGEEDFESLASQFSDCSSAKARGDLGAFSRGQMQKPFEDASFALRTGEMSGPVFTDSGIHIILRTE
POLH inh: inhibitors of human DNA polymerase eta | hit rate 1.2% among 390,000 | Potency, µM (highest dose often 114 µM), for inactives: at the top dose activity change, negative = inhibition, actives largely listed as inhibitors | recombinant Pol eta, fluorescent DNA replication assay | Q9Y253; further: potency means the concentration at half of the fitted maximal effect; on the % scale 0 is the no-effect control and ±100 the full control effect
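Pol eta (10 nM) was preincubated with compounds for 15 min at room temperature, after which fluorescent replication substrate (50 nM final) was added to start the reaction. Fluorescence was read kinetically at 0 and 10 min.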
PGK inhibitor: inhibitors of T. brucei phosphoglycerate kinase. PGK/GAPDH coupled, Kinase-Glo luminescence, 60 min. Potency, µM (titrated, usually from 57.5 µM), for the others: at the top dose activity change, negative = inhibition, most hits filed as inhibitors. hit rate 0.043% among 380,000; further: potency means the concentration at half of the fitted maximal effect; on the % scale 0 is the no-effect control and ±100 the full control effect; nearly all actives have a fitted effect of over 60% in size
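Recombinant glycosomal PGK reaction used 1,3-bisphosphoglycerate generated in-well by GAPDH (100nM final) in 100mM TEA pH 7.6, 5mM MgCl2, 0.01% Tween-20. After 60 minutes at room temperature, ATP was read by Kinase-Glo Plus luminescence end-point.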
PI4K2A inh: PI4K2A (human) kinase inhibition. purified PI4K2A, ADP-Glo luminescence, 1 h; hits give low values. activity change, negative = inhibition, % at 76.9 µM. hit rate 0.13% among 420,000; in the data active means activity change below about -50%; inconclusive means mostly about -30% to -49%;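 further: -100% = wells without enzyme as full effect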
Target sequence (Q9BTU6 whole entry, looked up): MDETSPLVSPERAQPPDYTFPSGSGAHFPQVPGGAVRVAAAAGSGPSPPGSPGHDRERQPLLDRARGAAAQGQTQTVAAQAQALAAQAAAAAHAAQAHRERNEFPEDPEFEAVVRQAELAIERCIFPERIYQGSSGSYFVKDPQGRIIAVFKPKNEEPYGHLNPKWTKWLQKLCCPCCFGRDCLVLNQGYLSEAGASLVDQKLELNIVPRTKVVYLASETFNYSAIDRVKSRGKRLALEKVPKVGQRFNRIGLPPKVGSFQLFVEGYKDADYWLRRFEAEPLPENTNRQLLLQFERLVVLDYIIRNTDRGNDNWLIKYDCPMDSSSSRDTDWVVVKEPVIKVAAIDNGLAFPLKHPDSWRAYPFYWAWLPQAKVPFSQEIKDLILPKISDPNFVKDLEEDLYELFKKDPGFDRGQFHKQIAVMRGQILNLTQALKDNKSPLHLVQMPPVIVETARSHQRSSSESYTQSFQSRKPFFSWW
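In this quantitative HTS, ADP production by PI4K2A was quantified luminescently after 1 h at ambient temperature; 100 microM adenosine served as plate-quality control.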
GLS inhibitor: glutaminase GLS (human) inhibition; GLS enzymatic activity, qHTS titration; Potency, µM (series often up to 45.5 µM), for inactives: at the top dose activity change, negative = inhibition, most hits filed as inhibitors; hit rate 0.21% among 410,000; AID 624170; further: potency means the concentration at half of the fitted maximal effect; on the % scale 0 is the no-effect control and ±100 the full control effect
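Enzyme dispensed in phosphate buffer (45 mM, pH 8.2, 0.02% Tween-20), compounds pinned in, then 1 mM L-glutamine solution and the glutamate oxidase–HRP–Amplex Red mix added; fluorescence read immediately and again after 30 min at room temperature.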
HP1b binding inh: inhibitors of HP1-beta chromodomain binding to methylated histone tails; hit rate 0.56% among 390,000; Potency, µM (series often up to 114 µM), for the others: at the highest dose activity change, negative = inhibition, hits mostly inhibitors; AlphaScreen HP1-beta / biotin-H3K9me3 peptide binding; P83916; further: potency means the concentration at half of the fitted maximal effect; nearly all actives have a fitted effect of over 70% in size; inactives centre near 23
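Compound inhibition of the preformed complex between 50 nM HP1-beta and 50 nM biotinylated H3K9me3 peptide was read by AlphaScreen. Buffer was PBS pH 7.4 with 0.01% Tween-20. Incubations ran 30 min at room temperature, with 10 ug/mL donor/acceptor beads.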
JMJD2A Tudor: blocks the human JMJD2A Tudor domain | O75164 | AlphaScreen JMJD2A-Tudor / H3K4me3 peptide binding | Potency, µM (highest dose often 114 µM), without a hit: top-dose activity change, negative = inhibition, most hits filed as inhibitors | hit rate 4.4% among 390,000 | AID 504339; further: potency means the concentration at half of the fitted maximal effect; on the % scale 0 is the no-effect control and ±100 the full control effect; nearly all actives have a fitted effect of over 50% in size
An asterisk follows results filed as active; i = inactive; ? = inconclusive; · = not tested or not shown; & = joins results of further samples; [ ] = dose if it differs, or a comment. Unless noted, the call rests on the fitted dose curve; in most records, active means well fitted curve in the direction sought with a large enough effect; inconclusive means small, poorly fitted or top-dose-only effect, or another doubt; inactive means no such curve, though single readings can be large; an effect the other way counts as inactive or inconclusive. Only part of the results is shown; count on the stated rates, not on these rows.

BAZ2B inh,G9a block,Pin1 inhibitor,POLH inh,PGK inhibitor,PI4K2A inh,GLS inhibitor,HP1b binding inh,JMJD2A Tudor,Compound
·,·,11%,?,i,9,3%,26%,-23%,CCc1cccc(NC(=O)C2CCN(c3ncnc4sc(C)c(C)c34)CC2)c1
-2%,-16%,-1%,-5%,i,-5,4%,8%,-14%,CCOC(=O)N1CCN(C(=O)C2CCCN(S(=O)(=O)c3ccc(OCC)cc3)C2)CC1 (stereo not drawn)
-13%,23%[59 µM],-6%,-7%,-6%,10,0%,6%,-20%,Cc1ccc(NCN2C(=O)C(=O)c3ccccc32)nc1
12%,10%[59 µM],1%,-14%,-2%,-1,0%,52%[activator],-5%,CCOC(=O)C1CCC(CN(Cc2cccc(Br)c2)S(=O)(=O)c2ccc(Cl)cc2)CC1 (stereo not drawn)
7%,?,-2%,-15%,-13%,0,-14%,45%[activator],2%,CCOc1ccc(-c2nc(CSc3nncs3)cs2)cc1OC
·,·,2%,-7%,-1%,-11,22%,?,?,COc1cc(C2c3cc4c(cc3OC(NNC(N)=S)C2C)OCO4)cc(OC)c1OC (stereo not drawn)
·,·,·,-18%,10%,1,2%,·,·,CCCCCCN1C[C@@H](O)[C@H](n2cc(-c3ccc(F)cc3)nn2)C[C@@H]1c1ccc(OC)cc1
50µM*,?,-4%,?,0%,-8,14%,?,?,CC/C(=C\C(=O)c1ccncc1)Nc1ccc(Br)cc1
?,37%[0.501 µM],-4%,-17%,-5%,4,1%,2%,?,O=C(Nc1ccc(Cc2ccncc2)cc1)c1ccc(Cl)c([N+](=O)[O-])c1
-2%,-25%,0%,5%,-4%,-5,-2%,37%[activator],-18%,Cc1cc(=O)cc(C)n1-c1ccccc1N1CCOCC1
6%,15%[59 µM],-6%,-5%,-3%,-1,-4%,42%[activator],-19%,CCn1c(CNC(=O)c2cccs2)nnc1SCC(=O)Nc1ccc(Cl)cc1
-1%,-1%[59 µM],-3%,4%,-20%,-24,11%,31%[activator],-13%,O=c1[nH]c(NCc2ccco2)nnc1Cc1ccccc1Cl
-3%,-4%,7%,2%,12%,-6,-2%,10%,-10%,CCOC(=O)C1CCCCN1C(=O)c1ccc2nc(Cc3ccc(OC)cc3)oc2c1 (stereo not drawn)
·,·,4%,-9%,-8%,2,?,56µM*,8.9µM*,COC(=O)c1ccc(NCc2cc(O)ccc2O)cc1O
?,-3%[59 µM],3%,-11%,-4%,0,22%,20%,-27%,CCOc1ccccc1NC(=O)N1CCN(C)c2ncccc21
9%,5%,0%,-16%,-7%,-2,1%,51%[activator],-8%,COC(=O)CSC(=S)N1CCCC(C)C1 (stereo not drawn)
-32%,-32%[59 µM],10%,-23%,-5%,7,-11%,34%,9%,COc1ccc(Cl)cc1NC(=O)CCC(=O)N1CCOc2ccccc21
-2%,-15%[12.7 µM],-7%,6%,-5%,-5,14%,32%,-8%,CN(C)C(=O)c1ccc(NC(=O)c2cccnc2)cc1
-23%,10%[59 µM],-6%,1%,-10%,1,-7%,23%,-11%,Cc1cc(NC(=O)c2cccs2)cc(-c2nc3cc(Cl)ccc3o2)c1O
45µM*,?,?,-26%,-2%,-24,30%,?,?,CN1C(=O)/C(=C2/C=Cc3ccccc3N2CCCS(=O)(=O)O)SC1=S
4%,-12%[59 µM],0%,10%,i,-1,24%,21%,-21%,Nc1ncc2c(n1)CC(c1ccco1)CC2=O (stereo not drawn)
-20%,0%,-4%,-4%,-3%,2,1%,21%,-20%,O=C(NNc1ncnc2c1cnn2-c1ccccc1)c1ccco1
-12%,·,-2%,2%,5%,-9,4%,50%[activator],-10%,CSc1cccc(NC(=O)C2CCN(S(=O)(=O)c3cnc[nH]3)CC2)c1
-23%,6%[59 µM],9%,-8%,i,-2,-3%,82%[activator],9%,Cc1ccc(-n2nc3c(=O)n(CC(=O)NCCC4=CCCCC4)nc(C)c3c2C)cc1
5%,7%,-2%,4%,-6%,0,3%,12%,4%,CCn1nnc(NC(=O)C(c2ccccc2)c2ccccc2)n1
5%,-3%[59 µM],41%[activator],?,-6%,-11,11%,42%[activator],-24%,O=C(Nc1ncn[nH]1)c1cc(S(=O)(=O)Nc2ccc(Cl)cc2)ccc1Cl
2%,10%,-2%,-1%,9%,-1,13%,23%,-3%,CCCCN(CCCC)C(=O)C[n+]1cccc(/C=N/O)c1
4%,4%[59 µM],·,-12%,i,0&0,-7%,25%,1%,CC(C)CC(=O)N[C@H](C(=O)N[C@H](C(=O)N[C@@H](CC(C)C)[C@@H](O)CC(=O)N[C@@H](C)C(=O)N[C@@H](CC(C)C)[C@@H](O)CC(=O)O)C(C)C)C(C)C
-12%,7%[59 µM],11%,2%,-2%,3,1%,-10%,-31%,O=C(CC1N=C2c3ccccc3N=C(SCc3ccc(F)cc3)N2C1=O)NCc1ccc2c(c1)OCO2 (stereo not drawn)
-12%,5%,-1%,-8%,-4%,17,7%,23%,-8%,COc1ccc(C(C)=O)cc1CSc1nnc(-c2ccncc2)n1C

Compound profiles, from the list above. Order of screens: BAZ2B inh	G9a block	Pin1 inhibitor	POLH inh	PGK inhibitor	PI4K2A inh	GLS inhibitor	HP1b binding inh	JMJD2A Tudor
Profile of CCCCCCN1C[C@@H](O)[C@H](n2cc(-c3ccc(F)cc3)nn2)C[C@@H]1c1ccc(OC)cc1 : ·	·	·	-18%	10%	1	2%	·	·
Profile of CCCCN(CCCC)C(=O)C[n+]1cccc(/C=N/O)c1 : 2%	10%	-2%	-1%	9%	-1	13%	23%	-3%
Profile of CCc1cccc(NC(=O)C2CCN(c3ncnc4sc(C)c(C)c34)CC2)c1 : ·	·	11%	?	i	9	3%	26%	-23%

The main list resumes with the two entries that preceded the break.
BAZ2B inh,G9a block,Pin1 inhibitor,POLH inh,PGK inhibitor,PI4K2A inh,GLS inhibitor,HP1b binding inh,JMJD2A Tudor,Compound
-12%,7%[59 µM],11%,2%,-2%,3,1%,-10%,-31%,O=C(CC1N=C2c3ccccc3N=C(SCc3ccc(F)cc3)N2C1=O)NCc1ccc2c(c1)OCO2 (stereo not drawn)
-12%,5%,-1%,-8%,-4%,17,7%,23%,-8%,COc1ccc(C(C)=O)cc1CSc1nnc(-c2ccncc2)n1C
6%,?,14%,-19%,-8%,1,4%,33%,-13%,COc1ccc(C(=O)NCc2ccccc2CN2CCCC2)cc1S(=O)(=O)Nc1ccc(C)cc1
-4%,5%[12.7 µM],0%,-9%,-7%,4,-7%,5%,-18%,CN1Cc2c(N3CCOCC3)nc(SCCC#N)c(C#N)c2CC1(C)C
10%,-1%[59 µM],3%,-11%,i,-21,-5%,37%,-1%,Cc1ccc(OCC(=O)NCCCNC(=O)c2ccc(C)nc2)cc1
3%,-14%[12.7 µM],-11%,-10%,1%,-4,4%,39%,-9%,CC(C)[C@H](NC(=O)N1c2ccccc2NC(=O)[C@@H]1C(C)C)C(=O)N[C@@H](Cc1c[nH]c2ccccc12)C(=O)O
·,·,-2%,-17%,-10%,-3,1%,28%,-10%,CCOC(=O)Cc1csc(NC(=O)c2cc(C)on2)n1
56µM*,-42%[12.7 µM],2%,-22%,3%,-5,12%,33%,1%,Cc1ccccc1S(=O)(=O)Nc1nc2ccccc2nc1N1CCOCC1
3%,6%[59 µM],2%,-2%,-4%,0,-3%,26%,-8%,CCC(C)(C)NC(=O)Cc1ccc(C)cc1
0%,15%,-3%,-15%,-5%,4,-2%,19%,-4%,CCn1c(CC(=O)Nc2ccccc2)nnc1SCC(=O)N1CCOCC1
-31%,17%,9%,-4%,4%,2,18%,0%,-18%,COc1ccc(NC(=O)c2cccs2)c([N+](=O)[O-])c1
·,·,·,-22%,-2%,1,8%,·,·,C#CCN(C[C@@H]1[C@@H](OC(=O)Nc2c(C)noc2C)[C@@H](OC(=O)Nc2c(C)noc2C)Cn2c(=O)n(CCCCCC)c(=O)n21)S(=O)(=O)c1ccc(C)cc1
2%,20%[0.501 µM],2%,-20%,-7%,-2,3%,34%,1%,CCCCCCCOc1ccc(C(=O)Nc2cccnc2)cc1
-3%,-29%,0%,-9%,0%,-1,-4%,33%,-8%,CSC1=NCCN1C(=O)c1c(-c2ccccc2Cl)noc1C
-22%,17%,?,-8%,-2%,-5,0%,35%,6%,CC(NC(=O)CC1SC(N)=NC1=O)c1ccccc1 (stereo not drawn)
·,·,·,-4%,-1%,-3,-2%,·,·,COc1ccc([C@H]2N[C@]3(CCCN(Cc4ccc(Br)cc4)C3=O)[C@H]3C(=O)N(C)C(=O)[C@@H]23)cc1
4%,-4%,-7%,-19%,-1%,2,-2%,27%,-20%,CC(C)CC(NC(N)=O)C(=O)Nc1ccc(Oc2ccccc2)cc1 (stereo not drawn)
50µM*,?,-8%,-17%,-6%,8,4%,-50%,2.5µM*,CC(=O)Nc1ccc(CN2CCN(c3cccc(C(F)(F)F)c3)CC2)cc1
·,·,-5%,-20%,-1%,2,?,24%,-16%,O=S(=O)(c1ccc(=S)[nH]c1)N1CCN(Cc2ccccc2)CC1
